CHT allo act: allosteric activators of human choline transporter CHT; Q9GZV3; CHT-expressing cells, membrane potential dye, choline EC20; hits give high values; LV-AA mutant CHT in HEK293 cells; B-score at 10 µM; 310,000 tested, 0.49% active; AID 488977;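 active = initial fluorescence not abnormally high and integrated response B-score, plate-corrected, over 3 SD above library mean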
Target sequence (Q9GZV3 whole entry, looked up): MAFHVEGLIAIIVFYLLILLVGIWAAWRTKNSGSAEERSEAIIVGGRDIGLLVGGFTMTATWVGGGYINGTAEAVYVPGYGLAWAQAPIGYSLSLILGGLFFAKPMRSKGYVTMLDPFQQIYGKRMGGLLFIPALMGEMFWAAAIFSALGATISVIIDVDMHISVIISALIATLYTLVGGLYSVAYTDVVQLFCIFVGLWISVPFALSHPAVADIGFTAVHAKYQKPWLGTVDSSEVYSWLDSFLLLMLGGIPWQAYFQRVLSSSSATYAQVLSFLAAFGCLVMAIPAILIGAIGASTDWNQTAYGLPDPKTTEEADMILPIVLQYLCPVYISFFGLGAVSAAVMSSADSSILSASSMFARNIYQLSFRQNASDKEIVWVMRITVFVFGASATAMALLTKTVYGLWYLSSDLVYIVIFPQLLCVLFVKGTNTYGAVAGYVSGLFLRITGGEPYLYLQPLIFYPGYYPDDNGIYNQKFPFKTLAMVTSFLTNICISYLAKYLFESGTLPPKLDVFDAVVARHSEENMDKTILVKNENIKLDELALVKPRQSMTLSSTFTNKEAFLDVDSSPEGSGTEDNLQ
CHT block: human CHT choline transport inhibition | CHT-expressing cells, membrane potential dye, choline response; hits give low values | B-score at 10 µM | 310,000 tested, 0.86% active | AID 488975;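 active = B-score over 3 SD under the library average, and starting fluorescence ratio not unusually high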;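 also: choline stimulus applied at its EC90 after an EC20 pre-addition; B-score computed on integrated fluorescence ratio after choline addition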
STK33 inh: human STK33 kinase inhibition. purified STK33, MBP phosphorylation, ADP-Glo luminescence. 320,000 tested, 0.073% active. Q9BYT3. inhibition, % at 10 µM. AID 2661;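 active = inhibition at or above 25%, using the most active replicate where run in duplicate; inactive = inhibition below 25%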
Target sequence (Q9BYT3 whole entry, looked up): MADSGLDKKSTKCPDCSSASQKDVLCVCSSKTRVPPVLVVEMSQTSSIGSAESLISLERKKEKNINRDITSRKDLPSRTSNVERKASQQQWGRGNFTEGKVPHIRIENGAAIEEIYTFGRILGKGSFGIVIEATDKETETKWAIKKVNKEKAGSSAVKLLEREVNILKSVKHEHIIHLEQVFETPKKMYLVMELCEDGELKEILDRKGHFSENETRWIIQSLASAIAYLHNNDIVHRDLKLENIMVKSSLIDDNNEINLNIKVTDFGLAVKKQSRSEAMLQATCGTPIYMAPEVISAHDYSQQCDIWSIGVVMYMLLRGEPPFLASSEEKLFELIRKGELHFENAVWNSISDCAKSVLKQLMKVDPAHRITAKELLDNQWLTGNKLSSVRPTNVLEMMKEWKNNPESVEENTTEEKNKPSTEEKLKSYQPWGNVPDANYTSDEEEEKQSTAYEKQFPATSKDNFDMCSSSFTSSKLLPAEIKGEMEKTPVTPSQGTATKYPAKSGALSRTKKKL
An asterisk follows results filed as active; i = inactive; . = no result given.

SMILES	CHT allo act	CHT block	STK33 inh
COc1ccccc1NC(=O)c1ccc(C(=O)Nc2ccccc2OC)nc1	i	i	-0.4
O=C1OC(c2ccccc2)=C/C1=C/N1CCOCC1	i	i	-0.2
Cc1cccnc1NC(=O)C(c1ccccc1)c1ccccc1	i	i	-2.0
CC(c1ccccc1)C(Cc1nc2ccccc2[nH]1)c1nc2ccccc2[nH]1 (stereo not given)	i	i	-0.7
CC(C)Nc1c([N+](=O)[O-])c(=O)oc2ccccc12	i	i	-2.1
O=C1C2CCCN2C(=S)N1C1CCCCC1 (stereo not given)	i	i	-2.2
CCOC(=O)c1ccc(NC(=S)N2CCCC2)cc1	i	i	-0.2
Cc1ccc(CCN2CC(C(=O)NCc3cccnc3)CC2=O)cc1 (stereo not given)	i	i	.
CCOc1ccc(CCNC(=O)CCCn2c(=O)c3cccn3c3cccnc32)cc1OCC	i	i	-0.3
O=C(CN1C(=O)c2ccccc2C1=O)Nc1nccs1	i	i	-1.9
CCCCn1nc(NC(=O)COC)c2cc3ccc(C)cc3nc21	i	i	-0.1
CC(C(=O)N1c2ccc(F)cc2CCC1C)N1C(=O)c2ccccc2C1=O (stereo not given)	i	i	0.0
COc1ccc(N2CCN(C(=O)CN=C3NS(=O)(=O)C(c4ccc(C)cc4)=C3C)CC2)cc1	i	i	-0.2
COc1ccc2oc(C(=O)OCC(=O)Nc3ccc(NC(C)=O)cc3)c(C)c2c1	i	i	-1.0
COc1ccc(C(=O)Nc2ccc(S(=O)(=O)Nc3onc(C)c3C)cc2)cc1	i	i	1.2
Cc1ccc(C)n1Cc1ccccc1Cl	i	i	0.6
COc1ccc(-c2cc3c(=O)n(CC(=O)NCc4cccnc4)ncn3n2)cc1	i	i	-0.9
Cc1cc(C)cc(NC(=O)C2(c3cccs3)CCOCC2)c1	i	i	-3.4
CC(=O)Nc1ccccc1C(=O)N1CC2(C)CC1CC(C)(C)C2 (stereo not given)	i	i	-1.4
Cc1cc(C)c(S(=O)(=O)c2ccccc2)c(OC(=O)c2c(Cl)cccc2Cl)n1	i	i	-2.2
Cc1nc([N+](=O)[O-])nn1C12CC3CC(CC(Br)(C3)C1)C2	i	i	-1.1
COc1ccc(-c2nn(C)c(=O)c3ccccc23)cc1NC(=O)COc1ccc(C)cc1	i	i	1.9
Nc1nc(SCC(=O)Nc2ccc([N+](=O)[O-])cc2Br)n[nH]1	i	i	1.6
O=S(=O)(c1cccs1)N1CCN(Cc2cccc(F)c2)CC1	i	i	0.4
OCCNCc1ccc(OC2CCCC2)cc1	i	i	-0.5
Cc1cccc(NC(=O)C2CC(=O)n3cnnc3S2)c1 (stereo not given)	i	i	0.0
Cc1ccccc1NC(=O)CCc1c(C)nn(-c2ccc(N3CCOCC3)nn2)c1C	i	i	0.0
O=C(c1cnn(C(=O)c2ccc(O)cc2)c1)c1ccccc1O	i	i	0.8
Cc1cccc(N(CC(=O)NCc2ccco2)C(=O)CNS(=O)(=O)c2ccc(F)cc2)c1	i	i	-0.7
C=CCn1c(SCCOc2ccc(OC)cc2)nnc1C(C)NC(=O)c1ccc(OC)cc1 (stereo not given)	i	i	-0.5
Cc1ccc(NC2=C(NCCO)C(=O)c3ccccc3C2=O)cc1	i	i	15
CN(C)C(CNC(=O)c1ccc(NC(=O)c2cccs2)cc1)c1ccccc1 (stereo not given)	i	i	3.6
Cc1cc(C)c2c(N)c(C(=O)Nc3ccc([N+](=O)[O-])cc3)sc2n1	i	i	-0.8
FC(F)(F)c1nc(SCc2ccc(Cl)cc2Cl)n[nH]1	i	i	-1.5
O=C(O)c1cc(S(=O)(=O)N2CCCCC2)ccc1F	i	i	-0.2
COc1ccc(/C=N/NC(=S)Nc2cc(S(=O)(=O)N3CCOCC3)ccc2N2CCOCC2)cc1O	i	i	-1.3
O=C(C1CCCN(S(=O)(=O)c2ccc(F)cc2)C1)N(Cc1cccs1)C1CC1 (stereo not given)	i	i	-1.8
O=C(O)c1ccc2c(c1)C(=O)N(CCc1c[nH]c3ccccc13)C2=O	i	i	19
O=C(NC(=S)Nc1ccccc1N1CCN(C(=O)c2ccccc2)CC1)c1cccs1	i	i	-1.0
CCCCn1c(SCC(=O)N2CCN(c3ccccc3)CC2)nc2ccsc2c1=O	i	-5.7*	-0.2
CC(NC(=O)CSC1=NCCS1)c1ccccc1 (stereo not given)	i	i	0.2
Cc1ccc(S(=O)(=O)c2nc(NCCN(C)C)sc2Cl)cc1	i	i	2.9
CC(=O)c1cccc(NC(=O)NCc2cccs2)c1	i	i	0.0
O=C(CN1CCOc2ccccc21)NC1CC1	i	i	1.2
CCOc1ccc(NC(=O)c2ccccc2-c2ccccc2C(=O)O)cc1	i	i	0.2
CCCNS(=O)(=O)c1cc(CN2C(=O)c3cccnc3C2=O)ccc1OC	i	i	1.3
OCCOCCn1c(CCNc2nc(-c3ccc(F)cc3)cs2)nc2cc(C(F)(F)F)ccc21	i	i	-0.2
COc1ccc(CCNC(=O)N2CCOCC2)cc1	i	i	-0.2
COc1ccc(-c2cc(C(=O)N(C)Cc3ccc(F)cc3)c3ccccc3n2)cc1OC	i	i	-0.2
CC1=C(C(N)=O)C(c2ccc(F)cc2)n2nc(CCCO)nc2N1 (stereo not given)	i	i	-0.9
Cc1ccc(C)c(CSC2=NCCN2C(=O)Cc2ccc([N+](=O)[O-])cc2)c1	i	i	-2.0
CCCc1nc(SCC(=O)Nc2ccc(S(=O)(=O)N(C)C)cc2)c2ccccc2n1	i	i	-0.9
CCOC(=O)c1ccc(Nc2nc(N)c3cc(OC)c(OC)cc3n2)cc1	i	i	-0.6
CCOC(=O)C1=C(CC)Nc2ccccc2N=C1NC(=O)c1cccc(S(=O)(=O)N2CCCC2)c1	i	i	-1.4
COc1ccc(Cl)cc1-c1nc(SCC(=O)NC(C)C)n[nH]1	i	i	-0.2
COc1ccc(OCC(=O)NNC(=O)c2ccc3c(=O)n4c(nc3c2)CCC4)cc1	i	i	-0.5
CCOCc1nnc(NC(=O)c2cc(Cl)ccc2OC)s1	i	i	-2.0
COC(=O)C1C(=O)NCC1c1ccc(OC)cc1 (stereo not given)	i	i	-2.7
CC(=C/c1ccccc1)/C=N/n1c(C)n[nH]c1=S	i	i	-1.3
CCOC(=O)CNC(=O)N1CCC(CCOc2ccccc2)(C(=O)OCC)CC1	i	i	5.6

(next part)
SMILES	CHT allo act	CHT block	STK33 inh
N#Cc1nc(-c2cccs2)oc1N1CCOCC1	i	i	0.1
Cc1sc2nc(SCC(=O)NCCCO)n(-c3ccccc3)c(=O)c2c1C	i	i	-1.4
CCCCN(CC)C(=O)Cc1ccccc1OC	i	i	0.2
CS(=O)(=O)c1ccc(NC(=O)CN2C(=O)C3CCCCC3C2=O)cc1 (stereo not given)	i	i	-3.0
Cc1ccc(-c2[nH]ncc2/C=N/n2c(COc3ccccc3)nc3ccccc3c2=O)cc1	i	i	-0.4
COc1ccc(S(=O)(=O)N2CCC(C(=O)NC3(C)CCS(=O)(=O)C3)CC2)cc1OC (stereo not given)	i	i	-0.1
CCc1ccc(OC)c(-c2csc(N)n2)c1	i	i	-1.3
C[C@@H]1C(=O)O[C@H]2[C@H]1CC[C@@]1(C)C(=O)C=C[C@@](C)(O)[C@H]21	i	i	-0.9
CC(=O)OCCN1C(=O)c2cccc3cc([N+](=O)[O-])cc(c23)C1=O	i	i	1.0
COc1ccccc1N1C(=O)c2cccc3c(C(=O)O)ccc(c23)C1=O	i	i	-1.7
Cn1c(=O)c2c(nc(NC3CCCCC3)n2CC(O)COc2ccccc2)n(C)c1=O (stereo not given)	i	i	0.2
CCOc1cc(C(=O)Nc2cc(C)ccc2OC)ccc1OCC(=O)N1CCCCC1	i	i	-0.1
COc1ccc2c(c1)CCc1cn3ncc(C#N)c3nc1-2	i	i	-0.7
CCCN1Cc2cccc(C(=O)Nc3ccc4c(c3)OCCO4)c2C1=O	i	i	-1.2
CCOC(=O)N1CCN(CC(O)c2ccc3cc[nH]c3c2)CC1 (stereo not given)	i	i	-0.6
O=C(COC(=O)c1ccncc1)Nc1cc(Cl)c(Cl)cc1Cl	i	i	2.2
O=S(=O)(c1ccc(NC(=S)NC2CCCC2)cc1)N1CCCC1	i	i	-1.2
COc1cccc(NC(=O)CN(C)C(=O)CC2CC3CCC2C3)c1 (stereo not given)	i	i	-1.6
COc1ccc(NC(=O)CSc2nnc(CCC(=O)O)c(=O)n2N)cc1	i	i	0.8
O=C(NCc1ccncc1)c1cc(C(=O)C2CC2)c[nH]1	i	i	-0.7
COc1ccc2oc(=Nc3ccccc3)c(-c3nc4ccccc4[nH]3)cc2c1	i	i	-0.7
C/C(=N/Nc1nc(C)cc(C)n1)c1ccc(Br)cc1	i	i	-0.8
COC(=O)c1c(C(=O)OC)c2cc(C)ccn2c1Cl	i	i	1.0
Nc1nn2cc(-c3ccc(Br)cc3)nc2c2ccccc12	i	i	0.2
CCOC(=O)C1CCN(C(=O)Cn2ncc3c([nH]c4ccccc43)c2=O)CC1	i	i	0.3
CC1CCCCC1NC(=O)CSc1nnc(CN2CCOCC2)n1C (stereo not given)	i	i	-0.1
COc1ccc2cc(S(=O)(=O)N3CCCCC3)ccc2c1S(=O)(=O)N1CCCCC1	i	i	-0.9
CCCOc1ccccc1C1CC(=O)Nc2cc3c(cc21)OCCO3 (stereo not given)	i	i	1.3
CC1(C)CC(=O)C=C(Nc2ccc(F)c(Cl)c2)C1	i	i	-3.5
CN(C)S(=O)(=O)c1ccc(NC(=S)NC(=O)Cc2ccccc2)cc1	i	i	-0.9
CC(C)C(C)(C#N)NC(=O)CSc1nc2scc(-c3ccccc3)c2c(=O)[nH]1 (stereo not given)	i	i	-2.7
CCOC(=O)/C=C/c1ccccc1S(=O)(=O)NC(C)(C)C	i	i	-0.7
COc1ccc(CCNC(=O)CCS(=O)(=O)c2ccc3c(c2)NC(=O)CS3)cc1OC	i	i	-0.7
COC(=O)N/N=C/c1cn(CCOc2ccccc2)c2ccccc12	i	i	-0.8
O=C(N/C(=C/c1ccc([N+](=O)[O-])cc1)C(=O)N1CCOCC1)c1ccco1	i	i	0.6
CCOC(=O)c1n[nH]c(=O)c2ccccc12	i	i	-2.2
COCCOC(=O)C1=C(C)N=C2SCCC(=O)N2C1/C=C/c1ccccc1 (stereo not given)	i	i	1.3
Cc1cc2nc(C)c3c(n2n1)CCC3	i	i	12
O=C(CSc1nnc(CNC(=O)c2cccc(C(F)(F)F)c2)o1)NC1CCCC1	i	i	-1.0
Cc1oc(C)c2c(=O)ccc3c(c12)OC(N)=C(C#N)C3c1ccccc1Cl (stereo not given)	i	i	1.3
C=CCn1c2ccccc2c2nnc(SCN3C(=O)c4ccccc4C3=O)nc21	i	i	-1.0
COc1ccc(CN2CCc3ccc(NC(=O)CCc4ccccc4OC)cc3C2)c(O)c1	i	i	0.1
O=C(NCC1CCCO1)c1ccccc1NS(=O)(=O)c1cccs1 (stereo not given)	i	i	-0.9
O=C(CCCc1cccs1)NCCc1c[nH]c2ccccc12	i	i	-0.4
CCOC(=O)Cc1cc(=O)[nH]c(/N=C(/NC(=O)c2ccccc2)Nc2ccccc2C(F)(F)F)n1	i	i	-1.2
CCn1cc(C(=O)NCCCN2CC(C)CC(C)C2)c(=O)c2cc(S(=O)(=O)N(C)C)ccc21 (stereo not given)	i	i	-0.7
CC(=O)N1N=C(c2cccc(O)c2)CC1c1cccs1 (stereo not given)	i	i	-9.6
COc1ccccc1-n1c(SCC(N)=O)nnc1-c1ccc(S(=O)(=O)N2CCCCC2)cc1	i	i	0.9
N#Cc1cc(Oc2ccc3ccccc3c2)c(-n2nnc3ccccc32)cc1C#N	i	i	1.7
C=CCn1cccc(C(=O)Nc2ccc(SC)cc2)c1=O	i	i	-0.2
O=c1c2c(nc3n1CCCCC3)sc1c(O)cccc12	i	i	12
CCCCCSc1nnc(-c2ccccc2N)c(=O)[nH]1	i	i	-0.6
CCOc1ccc(NC(=O)CCN2CCN(c3ccccc3OC)CC2)cc1	i	i	-1.2
O=[N+]([O-])c1ccc(N/N=C/c2cccc(O)c2O)c(S(=O)(=O)N2CCOCC2)c1	i	i	-0.7
C/C(CC(C)C)=N\Oc1nc(C)cc(C)n1	i	i	0.0

By substructure: the entries above with a thiophene ring, fused or not (15)
SMILES	CHT allo act	CHT block	STK33 inh
Cc1cc(C)cc(NC(=O)C2(c3cccs3)CCOCC2)c1	i	i	-3.4
O=S(=O)(c1cccs1)N1CCN(Cc2cccc(F)c2)CC1	i	i	0.4
CN(C)C(CNC(=O)c1ccc(NC(=O)c2cccs2)cc1)c1ccccc1 (stereo not given)	i	i	3.6
Cc1cc(C)c2c(N)c(C(=O)Nc3ccc([N+](=O)[O-])cc3)sc2n1	i	i	-0.8
O=C(C1CCCN(S(=O)(=O)c2ccc(F)cc2)C1)N(Cc1cccs1)C1CC1 (stereo not given)	i	i	-1.8
O=C(NC(=S)Nc1ccccc1N1CCN(C(=O)c2ccccc2)CC1)c1cccs1	i	i	-1.0
CCCCn1c(SCC(=O)N2CCN(c3ccccc3)CC2)nc2ccsc2c1=O	i	-5.7*	-0.2
CC(=O)c1cccc(NC(=O)NCc2cccs2)c1	i	i	0.0
N#Cc1nc(-c2cccs2)oc1N1CCOCC1	i	i	0.1
Cc1sc2nc(SCC(=O)NCCCO)n(-c3ccccc3)c(=O)c2c1C	i	i	-1.4
CC(C)C(C)(C#N)NC(=O)CSc1nc2scc(-c3ccccc3)c2c(=O)[nH]1 (stereo not given)	i	i	-2.7
O=C(NCC1CCCO1)c1ccccc1NS(=O)(=O)c1cccs1 (stereo not given)	i	i	-0.9
O=C(CCCc1cccs1)NCCc1c[nH]c2ccccc12	i	i	-0.4
CC(=O)N1N=C(c2cccc(O)c2)CC1c1cccs1 (stereo not given)	i	i	-9.6
O=c1c2c(nc3n1CCCCC3)sc1c(O)cccc12	i	i	12

Assay outcomes as filed in PubChem.

Compounds were not picked by outcome (roughly 1.5% active in at least one column).
